FEN1 inhibitor: human FEN1 inhibition; Potency, µM (series often up to 114 µM), for the others: at the top dose activity change, negative = inhibition, actives largely listed as inhibitors; Recombinant FEN1 flap cleavage, fluorescence, 15 min; 390,000 compounds, 0.35% hits; P39748; further: nearly all actives have a fitted effect of over 65% in size
Target sequence (P39748 whole entry, looked up): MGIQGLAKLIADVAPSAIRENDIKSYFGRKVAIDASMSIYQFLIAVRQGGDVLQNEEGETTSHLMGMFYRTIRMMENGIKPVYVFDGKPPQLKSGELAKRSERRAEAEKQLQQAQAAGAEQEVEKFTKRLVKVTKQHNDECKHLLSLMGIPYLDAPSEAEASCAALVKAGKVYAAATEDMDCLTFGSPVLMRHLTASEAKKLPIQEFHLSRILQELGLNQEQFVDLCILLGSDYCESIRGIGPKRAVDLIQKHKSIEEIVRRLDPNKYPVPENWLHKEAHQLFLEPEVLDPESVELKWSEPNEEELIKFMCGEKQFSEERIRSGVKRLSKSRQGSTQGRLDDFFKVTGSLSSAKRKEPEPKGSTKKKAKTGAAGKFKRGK
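Reaction started by adding substrate (50 nM final) to 10 nM enzyme after 15 min room-temperature compound preincubation. Reads at 0 and 15 min, with data normalized and fitted to a four-parameter Hill equation.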
DT40 TDP1 CPT: DT40-hTDP1 cell growth loss with CPT | chicken DT40 Tdp1-/-;hTDP1 cells + 20 nM CPT, ATP luminescence, 48 h | Potency, µM (doses to about 46.2 µM), for inactives: at the top dose activity change, negative = growth inhibition, most hits filed as inhibitors | 420,000 compounds, 12% hits; further: nearly all actives have a fitted effect of over 55% in size
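Chicken DT40 Tdp1-/- cells complemented with human TDP1, 400 cells/well, exposed to compounds plus 20 nM camptothecin for at least 48 h at 37 C; viability read as ATP content by CellTiter-Glo luminescence.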
KAT2A inh: GCN5L2 (KAT2A) acetyltransferase inhibition; GCN5L2 HAT assay, ThioGlo1 CoA-SH fluorescence; 390,000 compounds, 0.21% hits; Potency, µM (highest dose often 58.9 µM), inactives show at the highest dose activity change, negative = inhibition, actives largely listed as inhibitors; Q92830
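Enzyme at 20nM final was mixed with library compounds for 15 min at room temperature. Peptide H3(1-25) at 75uM, acetyl-CoA at 70uM and ThioGlo1 at 50uM were then added. Plates were read immediately and after 20 min (Ex340nm/Em540nm).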
* hit, by the source's call; ? = inconclusive; · = not tested or not shown; [ ] = another dose, or the depositor's remark. The call rests on the fitted dose curve; in most records, active means well fitted curve in the direction sought with a large enough effect; inconclusive means small, poorly fitted or top-dose-only effect, or another doubt; inactive means no such curve, though single readings can be large; an effect the other way counts as inactive or inconclusive. On the % scale 0 is the no-effect control and ±100 the full control effect; potency means the concentration at half of the fitted maximal effect. A portion of the library; count on the stated rates, not on these rows.

cpd	Structure	FEN1 inhibitor	DT40 TDP1 CPT	KAT2A inh
1	CN(C)S(=O)(=O)N(CC(=O)N1CCC(Cc2ccccc2)CC1)c1ccccc1	-19%	?	-9%
2	CCCCOc1ccc(C(=O)NCC(=O)N2CC(C)CC(C)C2)cc1 (configuration not stated)	11%	?	-2%
3	O=C(c1ccccc1)N1CCN(C(=O)c2nn3c(C(F)(F)F)cc(-c4ccccc4)nc3c2Br)CC1	10%	?	0%
4	CCOc1cc(C2/C(=C(/O)c3ccc(OC(C)C)cc3)C(=O)C(=O)N2CCCOC)ccc1O (configuration not stated)	-10%	13%	-26%
5	CC(=O)O/N=C(/c1nonc1N)N1CCN(c2ccc([N+](=O)[O-])cc2Cl)CC1	-1%	-5%	-5%
6	COc1cccc(Cn2c(CNC(=O)c3cc([N+](=O)[O-])ccc3Cl)nc3cccnc32)c1	7%	16µM*	1%
7	CCOc1ccccc1OCC(=O)Nc1cc(S(=O)(=O)N2CCCCC2)ccc1OC	-2%	?	-1%
8	CCn1c(CN2C(=O)CSc3ccccc32)n[nH]c1=S	0%	-19%	-1%
9	Cc1coc2c(C)c3oc(=O)c(CC(=O)N4CCCCC4)c(C)c3cc12	-2%	?	-1%
10	CC1=NCCN1S(=O)(=O)c1ccccc1[N+](=O)[O-]	-11%	-20%	-2%
11	Cc1ccc(S(=O)(=O)NN=C2CCC(C(C)(C)C)CC2)cc1[N+](=O)[O-] (configuration not stated)	2%	-11%	-11%
12	Cc1c(CN2CCCC(C)C2)c(O)n(CCO)c(=O)c1C#N (configuration not stated)	4%	-9%	0%
13	Cc1ccc2c(c1)C(=C(C#N)C#N)C(=O)N2CCN1CCOCC1	14%	16µM*	30%[activator]
14	COc1ccccc1/C=C1\S/C(=N/NC(=O)c2cccc(Br)c2)NC1=O	-21%	?	?
15	COC(=O)C(C)n1cnc2c(nnn2-c2ccccc2)c1=O (configuration not stated)	-2%	-25%	?

In a second layout: results already given.
(14) COc1ccccc1/C=C1\S/C(=N/NC(=O)c2cccc(Br)c2)NC1=O
  FEN1 inhibitor: -21%	DT40 TDP1 CPT: ?	KAT2A inh: ?
(13) Cc1ccc2c(c1)C(=C(C#N)C#N)C(=O)N2CCN1CCOCC1
  FEN1 inhibitor: 14%	DT40 TDP1 CPT: 16µM*	KAT2A inh: 30%[activator]
(11) Cc1ccc(S(=O)(=O)NN=C2CCC(C(C)(C)C)CC2)cc1[N+](=O)[O-] (configuration not stated)
  FEN1 inhibitor: 2%	DT40 TDP1 CPT: -11%	KAT2A inh: -11%
(2) CCCCOc1ccc(C(=O)NCC(=O)N2CC(C)CC(C)C2)cc1 (configuration not stated)
  FEN1 inhibitor: 11%	DT40 TDP1 CPT: ?	KAT2A inh: -2%

The list continues.
cpd	Structure	FEN1 inhibitor	DT40 TDP1 CPT	KAT2A inh
16	COc1ccc2ccc(OC)c(/C=N/n3cnnc3)c2c1	-30%	0%	-12%
17	Cc1ccccc1CSCCNC(=O)CN(c1ccccc1)S(=O)(=O)N(C)C	-20%	·	-2%
18	COc1ccc(NC(=O)CSc2nnc(NC(C)=O)s2)c([N+](=O)[O-])c1	-1%	4%	-4%
19	c1ccc(-n2ncc3c(NCCN4CCCCC4)ncnc32)cc1	8%	-22%	-8%
20	O=C(O)C(NS(=O)(=O)c1ccccc1)C(O)c1ccccc1 (configuration not stated)	2%	11%	5%
21	COc1cccc(C2c3c(-c4ccccc4O)n[nH]c3C(=O)N2CCc2ccc(OC)c(OC)c2)c1 (configuration not stated)	-16%	15µM*	-9%
22	CC(Sc1ncccn1)C(=O)NC1CCCC1 (configuration not stated)	2%	-7%	-3%
23	COC(=O)c1cc2ccsc2n1Cc1nc(-c2ccc(Cl)cc2)oc1C	16%	?	-4%
24	COc1ccc(/C=N/Nc2nnc(Cc3ccccc3)c(=O)[nH]2)cc1	-4%	-6%	-6%
25	C=CCNc1oc(-c2cccs2)nc1S(=O)(=O)c1ccccc1	2%	-1%	-6%
26	CN(C)NC(=S)NC1(C)CCS(=O)(=O)C1 (configuration not stated)	-7%	7%	-9%
27	NS(=O)(=O)c1ccc(NC(=O)COC(=O)c2ccc(Cl)nc2)cc1	-14%	-8%	-3%
28	COc1ccc(Cc2nc3ccc(C(=O)N4CCC(N(C)C)C4)cc3o2)cc1 (configuration not stated)	-5%	11%	-9%
29	CSC1=N/C(=C\c2cccc(Cl)c2)C(=O)N1N(C)C	-11%	?	-4%
30	Cc1ccc(NC(=O)Cn2cccc2)c(C)c1	-5%	-12%	1%
31	O=C(COC(=O)/C=C/c1ccccc1)Nc1cccc(Oc2ccccc2)c1	4%	18%	-9%
32	O=C1N(CN2CCN(Cc3ccccc3)CC2)c2ccccc2C12OCCCO2	2%	-3%	-15%
33	CC(C)(C)c1ccc(OCCn2ccccc2=O)cc1	-2%	?	-4%
34	O=C(c1ccc2c(=O)n3c(nc2c1)CCCCC3)N1CCN(c2ccc([N+](=O)[O-])cc2)CC1	4%	?	-5%
35	CCOC(=O)[C@H]1[C@H]2COc3ccc(Cl)cc3[C@@H]2N2C(=O)CN(Cc3ccc(F)cc3)C(=O)[C@@]12C	-7%	?	-9%
36	Cc1cc2c3c([nH]c2cc1S(=O)(=O)N1CCC2(CC1)OCCO2)CCCC3=O	-9%	?	-20%
37	CCN(CC)c1ccc(/C=N/n2c(-c3ccccc3Br)n[nH]c2=S)cc1	6%	?	-17%
38	Cc1nc(S/C(=C\c2ccc(-c3ccc(C(=O)O)c(Cl)c3)o2)C(=O)O)n[nH]1	?	-8%	-9%
39	COc1ccc(OC)c(-c2cc(C(=O)Nc3c(C)nn(Cc4ccccc4C)c3C)no2)c1	?	10µM*	-23%
40	COc1ccc(C)cc1-n1nnnc1SCC(=O)NC(=O)NCc1ccco1	2%	-26%	?
41	CNC(=O)CCSSCCC(=O)NC	0%	13%	-2%
42	CC1=C(C(=O)OCc2ccccc2)C(c2ccccc2Cl)NC(=O)N1C (configuration not stated)	-13%	?	-12%
43	COc1ccc2c(/C=N/NS(=O)(=O)c3ccc(C)cc3)c[nH]c2c1	-21%	0%	-12%
44	Nc1ccc(CCc2nc3ccccc3o2)cc1	9%	-15%	?
45	O=C(CN1CCCCCC1)NCc1ccccc1	-2%	2%	17%
46	CC(C)(C)c1cc(C(=O)N/N=C/c2ccccc2O)n(-c2ccccc2)n1	-11%	6.5µM*	-5%
47	CCOc1ccc(NC(=O)CN(C)C(=O)c2cc(C3CC3)nn2-c2ccccc2)cc1OCC	-1%	?	-2%
48	CC(C)CCNC(=O)c1ccc(Cn2c(=O)c3cccn3c3cccnc32)cc1	-8%	?	-12%
49	CCOc1cc(NC(=S)NCC2CCCO2)c(OCC)cc1NC(=O)CC(C)C (configuration not stated)	-1%	-7%	1%
50	COc1ccc2c(c1OC)C(=O)N(c1cccc(/C=C/C(=O)O)c1)C2	1%	?	12%
51	COc1ccc2nc(NC(=O)C3CC(=O)N(c4ccccc4)C3)sc2c1 (configuration not stated)	-10%	-18%	-9%
52	COc1ccc(NC(C)=[N+](C)CCNS(=O)(=O)c2ccc(Cl)cc2)cc1	-12%	?	-19%
53	COc1cccc(C(=O)Nc2ccc3oc(-c4ccc5ccccc5c4)nc3c2)c1	-17%	?	-15%
54	CCOC(=O)CC1(NC(=O)c2cc(COc3cccc(OC)c3)on2)CCCCC1	-1%	23µM*	-13%
55	O=C(Cn1cc(C(=O)C(F)(F)F)c2ccccc21)Nc1ccccc1F	-14%	8%	-1%
56	Cc1cc(C(=O)NNC(=O)C(C)NS(=O)(=O)c2ccccc2F)c(C)o1 (configuration not stated)	-12%	7%	1%
57	O=C(CSc1n[nH]c(=O)n1Cc1ccco1)N1CCOCC1	-2%	29%	-4%
58	CCN(c1ccccc1)S(=O)(=O)c1cnc[nH]1	-5%	-24%	0%
59	COc1ccc(CNS(=O)(=O)CCNCc2ccco2)cc1	0%	7%	·
60	CCOc1ccc(C(=O)NNC2CC(=O)N(Cc3ccc(Cl)cc3)C2=O)cc1OC (configuration not stated)	-2%	6%	10%

Compound profiles, as listed above.
CC(C)(C)c1cc(C(=O)N/N=C/c2ccccc2O)n(-c2ccccc2)n1 reads FEN1 inhibitor = -11%; DT40 TDP1 CPT = 6.5µM*; KAT2A inh = -5%
COc1ccc(NC(C)=[N+](C)CCNS(=O)(=O)c2ccc(Cl)cc2)cc1 reads FEN1 inhibitor = -12%; DT40 TDP1 CPT = ?; KAT2A inh = -19%

Continuation:
cpd	Structure	FEN1 inhibitor	DT40 TDP1 CPT	KAT2A inh
61	Cc1cccc(NC(=O)c2cc3c([nH]c4ccccc43)c(C)n2)c1C	5%	6.5µM*	0%
62	CCCc1nnc(NC(=O)C23CC4CC(CC(C4)C2)C3)s1	-2%	?	-2%
63	Cc1ccc(-c2nnn(CC(=O)N(CC(=O)NC3CCCC3)c3ccc(F)cc3)n2)o1	8%	3%	-6%
64	COc1cc(/C=N/NC(=O)CCc2n[nH]c(=O)[nH]c2=O)cc(OC)c1OC	-3%	-13%	3%
65	Cn1c2ccccc2c2cc(C(=O)N3CCOCC3)sc21	2%	6%	-3%
66	c1ccc(-n2c(-c3ccncc3)nnc2-c2ccco2)cc1	-6%	-17%	-3%
67	CC(c1nccs1)N(C)c1nc2nonc2nc1NC1CC1 (configuration not stated)	-1%	-26%	7%
68	CC(CN1CCCCC1)c1ccccc1 (configuration not stated)	7%	2%	-2%
69	O=C(CN1CCN(S(=O)(=O)c2ccccc2Cl)CC1)NCC1(N2CCOCC2)CCCCC1	-12%	?	-10%
70	COc1ccc(-n2c(=O)c3ccccc3n(CC(=O)NCCc3ccccc3)c2=O)c(OC)c1	2%	?	-2%
71	Cc1ccccc1NC(=O)c1sc2nc3c(c(-c4ccco4)c2c1N)CCCC3	-5%	16µM*	-22%
72	Cc1noc(C)c1NC(=O)Nc1cccc2c1O[C@H](CN(C)C(=O)NC1CCCCC1)[C@@H](C)CN([C@H](C)CO)C2=O	-6%	-1%	4%
73	Cc1noc2ncnc(Oc3ccc(F)cc3)c12	-7%	-21%	6%
74	NCC(=O)NCC(=O)NC1(C(=O)O)CCCC1	-1%	-11%	·
75	Cc1cc(-n2cccn2)ccc1CN1CCN(C2CCCC2)C(CCO)C1 (configuration not stated)	-5%	-28%	-14%
76	Cc1cccc2c(=O)[nH]c3c(-c4nc(-c5ccc(Cl)cc5)cs4)c(O)cn3c12	-6%	4µM*	·
77	Cc1ccccc1-n1c(/C=C/c2c(C)n(C)c3ccccc23)nc2ccccc2c1=O	-20%	6.5µM*	0%
78	CCN(C[C@H]1N[C@@](C)(C(=O)OC)[C@H]2C(=O)N(C)C(=O)[C@@H]12)S(=O)(=O)c1ccc(-c2ccccc2)cc1	-7%	?	1%
79	COc1ccc(CCNC(=O)CCCCCNc2nc(=S)[nH]c3ccccc23)cc1OC	-2%	?	27%
80	N#C/C(=C\c1ccc(O)cc1)C(=O)NCC1CCCO1 (configuration not stated)	-11%	·	-13%
81	N#Cc1ccccc1S(=O)(=O)N1CCN(C(=O)c2cc3c(s2)CCC3)CC1	-8%	-16%	-14%
82	COc1cc(C=C2C(=O)OC(C)(C)OC2=O)ccc1OCC(=O)Nc1ccccc1	-4%	4%	5%
83	CN(C)S(=O)(=O)Oc1cccc(C(=O)Nc2ccc(Cl)cc2)c1	-1%	8.2µM*	-2%
84	Cc1c(C(=O)NCc2ccc3c(c2)OCO3)cccc1[N+](=O)[O-]	1%	-2%	1%
85	COc1ccccc1N1CCN(S(=O)(=O)c2c(C)ccc3nsnc23)CC1	-14%	-21%	2%
86	COc1ccc(N2CCN(C(=O)C3CC(=O)N(c4ccc(C)cc4)C3)CC2)cc1 (configuration not stated)	-8%	-26%	-3%
87	O=C(Nc1ccccc1)C1=C(N2CCOCC2)/C(=C/c2cccnc2)CC1	11%	-5%	-7%
88	CC(C)C[C@H](CO)N(Cc1ccccc1)S(=O)(=O)N(Cc1ccccc1)[C@@H](CO)CC(C)C	?	16µM*	-18%
89	COc1ccc(CN(CC(=O)NC2CCCC2)C(=O)c2csnn2)cc1	-2%	-3%	-6%
90	CCOC(=O)Cc1cc(=O)n2[nH]c(C)c(-c3ccccc3OC)c2n1	3%	4%	0%
91	NC(=O)NC(=O)C[n+]1cccc(/C=N/O)c1	-1%	6%	-10%
92	C=C(C)c1cccc(C(C)(C)NC(=O)NC2CCN(Cc3ccccc3)CC2)c1	14%	?	-3%
93	CC(=O)N1CN(Cc2ccccn2)Cc2c1sc1c2CCCC1	0%	-7%	-7%
94	O=C(CN1CCN(C(=O)c2ccco2)CC1)Nc1ccccc1	16%	11%	0%
95	CCN(CC)S(=O)(=O)c1ccc(/C=C/C(=O)Nc2cccc(F)c2)cc1	-13%	21µM*	-6%
96	COC(=O)C1C(=O)/C(=C(/C)N2CCCC2)C(=O)CC1(C)C (configuration not stated)	-16%	-13%	1%
97	COc1cccc(CN(C(=O)c2ccccc2Br)C2CCS(=O)(=O)C2)c1 (configuration not stated)	-6%	-9%	-24%

Source: PubChem BioAssay (National Center for Advancing Translational Sciences (NCATS))
